# Assay outcomes from PubChem.
# iPSC survival up: increases survival of single human iPS cells | survival enhancement, % at 20 µM | 360,000 compounds, 0.044% hits | AID 602274 | hiPSC single-cell survival, ATPlite luminescence; 100% = ROCK inhibitor wells, 0% = DMSO; in the data active = survival enhancement above about 18%;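 note: cells exposed to compounds for 16 hours before the ATP read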
# Peg3 prom inh: reduces Peg3 promoter-driven luciferase expression in HeLa; 360,000 compounds, 1.7% hits; AID 588405; HeLa PEG-Prom luciferase reporter, luminescence, overnight; inhibition, % at 20 µM;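 active = inhibition of at least 50% at 20 µM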
# NR2E3 ag-1: activates human photoreceptor nuclear receptor NR2E3; 320,000 compounds, 0.12% hits; AID 2300; GST-NR2E3/biotin-RetCOR TR-FRET, 1536-well; inhibition of corepressor binding, % at 4.78 µM; Q9Y5X4;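 active = percent inhibition above the cutoff of mean plus 3 SD of all tested compounds, set per screening campaign, cut at about 20% in these data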;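 note: 0% = DMSO wells and 100% = biotin wells as full block of FRET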
# Target sequence (Q9Y5X4 whole entry, looked up): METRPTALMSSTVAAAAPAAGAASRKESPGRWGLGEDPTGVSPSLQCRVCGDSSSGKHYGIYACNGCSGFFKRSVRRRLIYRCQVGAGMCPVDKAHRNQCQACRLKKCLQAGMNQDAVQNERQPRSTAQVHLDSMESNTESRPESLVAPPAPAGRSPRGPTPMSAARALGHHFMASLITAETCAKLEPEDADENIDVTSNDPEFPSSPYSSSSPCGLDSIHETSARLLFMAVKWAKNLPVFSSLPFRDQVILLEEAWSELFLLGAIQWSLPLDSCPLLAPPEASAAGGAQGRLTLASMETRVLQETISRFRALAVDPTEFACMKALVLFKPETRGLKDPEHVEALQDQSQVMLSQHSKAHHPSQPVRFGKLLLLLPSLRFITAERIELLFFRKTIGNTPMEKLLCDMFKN
#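 Material: NR2E3–RetCOR corepressor complex / Amount: 1.35 nM GST-NR2E3 / Medium: Tris pH 7.5 / Compound: single nominal compound dose of 4.8 µM / Incubation: 5 h at 4 °C / Technique: TR-FRET, Eu(K)-anti-GST donor, streptavidin-D2 acceptor, ex 340, em 617/671 nm / Read-out basis: percent loss of FRET ratio relative to control wells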
# CF NFkB block: cystic fibrosis NF-kB activation inhibition. inhibition, % at 5 µM. KKLEB NF-kB-GFP reporter, PAF-induced, GFP fluorescence overnight. 360,000 compounds, 0.86% hits;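 active = at least 50% inhibition at 5 µM, scaled per plate between neutral and stimulator controls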;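 note: PAF is a Pseudomonas aeruginosa culture filtrate used as stimulus; plate controls were PAF-stimulated DMSO wells for no effect and unstimulated DMSO wells for full effect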
# Shn3 inh set2: Schnurri-3 reporter inhibition in Clone20 osteoblasts. Clone20 osteoblast Shn3 3'UTR firefly luciferase, 24 h. inhibition, % at 12.5 µM. 360,000 compounds, 0.52% hits. AID 588674;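 active = mean inhibition of at least 75% with every replicate also reaching 75%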;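 note: 0% = median of neutral control wells and 100% = pilot-screen positive control compound; some compounds past the cut are filed as inactive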
# KKLEB cytotox: CF airway cell cytotoxicity counter-screen; KKLEB CF airway cells viability, ATPlite luminescence, overnight; active compounds read low; cells stimulated with P. aeruginosa culture filtrate; activity change (cytotoxicity), % at 5 µM; 360,000 compounds, 0.36% hits;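 active = corrected activity change at or below -50% at 5 µM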
# MITF TRPM1 inh: MITF TRPM1 promoter inhibition in SK-MEL-5 cells. 330,000 compounds, 0.83% hits. SK-MEL-5 TRPM1 promoter luciferase, 24 h. inhibition, % at 12.5 µM;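 active = mean inhibition across replicates of 60% or more, whatever share of single replicates reaches that level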; note: values of inactives mirror those of a sister screen read the other way
# NR2E3 ag-2: activates human NR2E3 receptor; Q9Y5X4; CHO-S Gal4-NCOR/VP16-NR2E3 two-hybrid, luciferase; inhibition of corepressor binding, % at 3.98 µM; 360,000 compounds, 0.35% hits; AID 602229;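 active = inhibition above the mean of all tested compounds plus 3 SD, cut at about 70% in these data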;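 note: 0% = DMSO with NR2E3 transfected cells and 100% = cells lacking NR2E3 construct; higher means lower luciferase signal from less NR2E3 corepressor binding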
# EBV LMP1 NFkB: inhibitors of Epstein-Barr LMP1-induced NF-kappaB reporter. inhibition, % at 12.5 µM. LMP1-induced NF-kappaB luciferase reporter cells, luminescence. 350,000 compounds, 0.69% hits; in the data active = inhibition above about 41%;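 note: 0% = neutral control wells and 100% = reference inhibitor control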
# HIF-2a inh: blocks HIF-2a reporter activity; 360,000 compounds, 0.72% hits; 786-0 RCC cells HIF-2a reporter, luciferase luminescence, overnight; inhibition, % at 18.8 µM;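 active = inhibition of the luminescence signal of 40% or more relative to plate controls, in a single-dose primary screen at 18.75 µM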
# TRAIL sens C8: caspase-8 TRAIL sensitization; NB7+C8 cells + TRAIL, ATPlite viability luminescence; inhibition (viability loss, TRAIL sensitization), % at 10 µM; 360,000 compounds, 1% hits;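 active = compounds causing at least 50% loss of cell viability in the single-dose screen, relative to plate controls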
# * hit, by the source's call; x = not tested or not shown.
structure,NR2E3 ag-2,EBV LMP1 NFkB,Shn3 inh set2,TRAIL sens C8,KKLEB cytotox,iPSC survival up,Peg3 prom inh,HIF-2a inh,CF NFkB block,MITF TRPM1 inh,NR2E3 ag-1
CCN(CC(=O)Nc1ccc(NC(C)=O)cc1)C(=O)c1cc(S(=O)(=O)N2CCCCCC2)ccc1OC,-5,1,-15,12,-16,0.0,8,7,3,9,-3
CN(C)/C=C(/C(=O)c1ccc(F)cc1)S(=O)(=O)c1ccc(F)cc1,-5,-10,-10,-8,8,0.1,-113,-156,2,-44,3
O=C(NN1CCCCCC1)c1ccccc1F,-15,0,2,-9,8,-0.1,12,-2,-9,-5,x
COc1ccccc1C(CNC(=O)CNC(=O)c1cccc(Cl)c1)N1CCCC1 (stereo not given),-30,-20,-3,-10,0,-0.5,-8,3,-14,-11,x
Cc1[nH]c2ccccc2c1C(=O)CN1CCC2(CC1)OCCO2,-18,1,-1,-5,6,-3.6,-9,3,-2,12,0
CCCCNC(=S)N(C)/N=C/c1ccc(OCc2ccc(C(=O)OC)cc2)c(OC)c1,-16,-10,1,11,16,-0.3,18,4,-41,5,-1
Cc1cc(NC(=O)Nc2ccc(Cl)cc2)n(C(C)(C)C)n1,18,-3,-4,2,-17,-0.5,4,10,4,-2,-1
CC(C)Oc1ccccc1OCCN(C)C,-26,2,-1,-3,5,0.5,-11,15,-5,-1,-2
COc1ccc([C@H]2CC(=O)C=C(C#CC(C)(C)C)C2)cc1,-8,1,-36,-10,-7,-1.9,-79,-50,-2,x,-2
C/C(=N\NC(=O)c1ccc(N/N=C(\C)c2ccc(O)cc2)cc1)c1ccc(O)cc1,-19,4,-15,6,5,-0.2,-10,-16,-6,2,-1

# Following part.
structure,NR2E3 ag-2,EBV LMP1 NFkB,Shn3 inh set2,TRAIL sens C8,KKLEB cytotox,iPSC survival up,Peg3 prom inh,HIF-2a inh,CF NFkB block,MITF TRPM1 inh,NR2E3 ag-1
O=C(NCCN1CCOCC1)c1cc(-c2cccs2)nc2ccccc12,13,-4,2,-5,7,-0.1,15,9,-7,15,0
O=C(COC(=O)c1cccnc1Cl)NCC1CCCO1 (stereo not given),-18,-8,1,-8,16,-0.4,1,10,2,2,5
COc1cccc(CN2CC(C(=O)NC3(c4ccccc4)CC3)CCC2=O)c1 (stereo not given),-15,2,-23,3,0,0.5,-5,-6,-6,-3,-1
O=S(=O)(Nc1cccc(-c2cn3cccnc3n2)c1)c1ccc(-c2ccccc2)cc1,58,0,-4,-2,-3,0.2,13,16,1,-1,4
CCN1CCN(C(=O)CCc2nc3ccccc3c(=O)[nH]2)CC1,-5,-8,11,-4,0,-1.3,-8,2,8,-2,1
O=C(O)c1cnn2c1NC(c1ccc(F)cc1)CC2C(F)(F)F (stereo not given),27,-10,0,-13,12,0.1,12,18,-16,3,2
O=C(NC(c1ccc(Cl)cc1)c1cnccn1)C1CCN(CCCc2ccccc2)CC1 (stereo not given),-30,x,-8,0,-2,-3.3,-10,3,2,x,x
c1coc(-c2nc3nc4ccccc4nc3n2-c2ccc3c(c2)OCCO3)c1,-8,-1,3,7,-9,13,-4,-40,-16,-11,x
C1CCC2(CC1)OCC1(CO2)COC2(CCCCC2)OC1,6,-2,0,-6,9,1.2,4,4,-1,2,2
CCOC(=O)C1CCN(S(=O)(=O)c2ccc(C)c(C(=O)NC3CCCCC3)c2)CC1,-6,2,15,-3,12,0.7,14,15,-10,-1,1

# Going on with the list:
structure,NR2E3 ag-2,EBV LMP1 NFkB,Shn3 inh set2,TRAIL sens C8,KKLEB cytotox,iPSC survival up,Peg3 prom inh,HIF-2a inh,CF NFkB block,MITF TRPM1 inh,NR2E3 ag-1
CCc1nc(C)ccc1OCC(=O)NCCCN(C)C,0,1,-7,10,11,0.2,4,18,1,1,-4
COc1cc(C=CC(=O)c2ccccc2)cc(OC)c1OC,20,x,-4,4,-7,-0.6,98*,37*,34,x,x
Cn1cc(C(=O)NCc2ccc(Cl)cc2)c(=O)c2cc(S(=O)(=O)N3CCOCC3)ccc21,-19,-4,-4,-1,-10,0.0,2,20,14,-4,0
Cc1cnn(C(=S)NCc2ccco2)c1,-4,12,-12,1,-5,-2.0,-7,5,10,1,1
CCCCC(NC(=O)CCc1c(C)c2cc3c4c(oc3c(C)c2oc1=O)CCCC4)C(=O)O (stereo not given),-3,4,25,-22,5,-0.3,-14,53*,-3,-1,x
CCOC(=O)N1CCN(CC(O)COCc2ccc(OC)c(OC)c2)CC1 (stereo not given),0,2,-4,-31,1,1.6,10,28,8,7,3
O=C(Nc1cccn(Cc2c(Cl)cccc2Cl)c1=O)C1CC1,-2,1,8,-4,-6,-2.9,-8,0,11,15,2
Cc1occc1C(=O)Nc1nccs1,-4,-2,-26,-17,3,-2.6,-10,-26,-6,-5,-2
Cc1ccc(C(=O)N/C(=C\c2cn(S(=O)(=O)N(C)C)c3ccccc23)C(=O)NCCCn2ccnc2)cc1,-4,6,-3,0,8,0.2,5,5,-10,1,-1
COc1ccc(OC)c(NC(=O)Cn2c(CCC(=O)O)ccc2-c2ccccc2)c1,19,1,-10,5,4,0.0,8,10,-3,4,-2

# (cont.)
structure,NR2E3 ag-2,EBV LMP1 NFkB,Shn3 inh set2,TRAIL sens C8,KKLEB cytotox,iPSC survival up,Peg3 prom inh,HIF-2a inh,CF NFkB block,MITF TRPM1 inh,NR2E3 ag-1
CCOC(=O)Cc1csc(NC(=O)c2c(O)c3c(n(CC(C)C)c2=O)CCCC3)n1,5,3,68,7,-13,0.8,14,7,10,3,3
CCOC(=O)C1=C(C)OC(N)=C(C#N)C1c1cccs1 (stereo not given),-8,-16,-10,-4,-1,-1.0,10,11,1,13,0
O=C(Nc1nnc(-c2ccncc2)s1)C1CCCO1 (stereo not given),7,-5,3,-3,-2,2.1,-23,-43,-5,-13,4
CCc1cccc(N(C(=O)c2csnn2)C(C(=O)NC(C)(C)C)c2ccccn2)c1 (stereo not given),12,-6,8,8,4,0.4,-2,15,-5,-9,2
Cc1ccc(NC(=O)Nc2ccc3oc(C)nc3c2)cc1,-135,-11,-14,39,-4,-4.9,-290,-218,14,-93,2
COC(=O)C1CCN(Cc2cc(=O)oc3cc(C)c(Cl)cc23)CC1,-16,0,-12,2,6,-0.3,-3,4,5,-3,-1
Cc1ccc(C)c(OCc2cc(C(=O)N3CCOCC3)no2)c1,-86,-25,-73,13,-1,-0.5,-148,-189,1,-66,0
CC(=O)N1CCN(C(=O)c2ccc3oc(CCCc4ccccc4)nc3c2)CC1,-18,-4,-9,2,5,-0.4,-17,-14,5,-9,-5
Cc1ccccc1OCCNC(=O)/C=C/c1ccc([N+](=O)[O-])cc1,3,-7,-4,3,-12,-1.3,8,11,-6,5,0
O=C(CCNS(=O)(=O)c1ccc(Br)cc1)N1CCCCCCC1,-2,-1,-14,3,8,0.2,10,13,-7,4,-1

# Additional results.
structure,NR2E3 ag-2,EBV LMP1 NFkB,Shn3 inh set2,TRAIL sens C8,KKLEB cytotox,iPSC survival up,Peg3 prom inh,HIF-2a inh,CF NFkB block,MITF TRPM1 inh,NR2E3 ag-1
Clc1ccccc1-c1nc(/C=N/N2CCOCC2)c2ccccn12,-33,4,-2,0,-10,-0.6,-6,-15,8,5,3
CN(NS(=O)(=O)c1ccc([N+](=O)[O-])cc1)c1ccccc1,-36,-21,3,4,-7,0.4,-31,-85,-4,x,x
Nc1nc(COC(=O)C2CC(=O)N(Cc3ccccc3)C2)nc(Nc2ccccc2)n1 (stereo not given),-19,2,-2,5,10,0.1,-2,-23,8,-12,2
CNC(=O)C(=O)NCC1OCCCN1S(=O)(=O)c1ccc2c(c1)OCCO2 (stereo not given),-7,-3,7,9,10,-0.3,9,6,-40,2,-1
Cc1cc(C(=O)CSc2nnc(-c3ccco3)o2)c(C)n1Cc1ccco1,-14,-7,-2,8,8,-0.2,-106,-148,-3,-20,1
CC1=NN(c2ccc(F)cc2)C(=O)C1C(c1cccc(O)c1)c1c(C)[nH]n(-c2ccc(F)cc2)c1=O (stereo not given),-34,-1,6,-2,5,6.6,12,15,2,1,12
COCCNC(=O)c1cnn2c(C(F)(F)F)cc(-c3ccc4c(c3)OCO4)nc12,-14,-6,12,6,-5,-2.1,11,6,-4,-2,-2
COc1cc(OC)nc(NC(=O)CCl)n1,0,-2,-9,-9,10,0.6,-1,16,-2,0,-1
O=C(O)CCc1cccnc1,19,4,4,-4,-2,-0.1,-4,3,-15,10,0
CCN(CC)CCC/C(=N\O)C(O)(c1ccccc1)c1ccccc1,-22,-3,22,5,-1,0.9,2,5,-4,-3,4
COc1ccc(CNC(=O)C2CCC(CNS(=O)(=O)c3cccc4cccnc34)CC2)cc1 (stereo not given),-11,6,15,-17,3,0.1,5,8,0,-2,5

# Already shown: 11 of the compounds above.
structure,NR2E3 ag-2,EBV LMP1 NFkB,Shn3 inh set2,TRAIL sens C8,KKLEB cytotox,iPSC survival up,Peg3 prom inh,HIF-2a inh,CF NFkB block,MITF TRPM1 inh,NR2E3 ag-1
O=C(CCNS(=O)(=O)c1ccc(Br)cc1)N1CCCCCCC1,-2,-1,-14,3,8,0.2,10,13,-7,4,-1
Clc1ccccc1-c1nc(/C=N/N2CCOCC2)c2ccccn12,-33,4,-2,0,-10,-0.6,-6,-15,8,5,3
CN(NS(=O)(=O)c1ccc([N+](=O)[O-])cc1)c1ccccc1,-36,-21,3,4,-7,0.4,-31,-85,-4,x,x
Nc1nc(COC(=O)C2CC(=O)N(Cc3ccccc3)C2)nc(Nc2ccccc2)n1 (stereo not given),-19,2,-2,5,10,0.1,-2,-23,8,-12,2
CNC(=O)C(=O)NCC1OCCCN1S(=O)(=O)c1ccc2c(c1)OCCO2 (stereo not given),-7,-3,7,9,10,-0.3,9,6,-40,2,-1
Cc1cc(C(=O)CSc2nnc(-c3ccco3)o2)c(C)n1Cc1ccco1,-14,-7,-2,8,8,-0.2,-106,-148,-3,-20,1
CC1=NN(c2ccc(F)cc2)C(=O)C1C(c1cccc(O)c1)c1c(C)[nH]n(-c2ccc(F)cc2)c1=O (stereo not given),-34,-1,6,-2,5,6.6,12,15,2,1,12
COCCNC(=O)c1cnn2c(C(F)(F)F)cc(-c3ccc4c(c3)OCO4)nc12,-14,-6,12,6,-5,-2.1,11,6,-4,-2,-2
COc1cc(OC)nc(NC(=O)CCl)n1,0,-2,-9,-9,10,0.6,-1,16,-2,0,-1
O=C(O)CCc1cccnc1,19,4,4,-4,-2,-0.1,-4,3,-15,10,0
CCN(CC)CCC/C(=N\O)C(O)(c1ccccc1)c1ccccc1,-22,-3,22,5,-1,0.9,2,5,-4,-3,4

# Only part of the results is shown; rates above refer to the full screens.
